NPC1 promoter act: activates the NPC1 promoter. Huh7 NPC1 promoter luciferase reporter, 24 h. AID 485313. Potency, µM (series often up to 9.22 µM), without a hit: at the highest dose activation, hits mostly activators. hit rate 2.4% among 320,000;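 note: % of control where 0% means no effect; nearly all actives have a fitted effect of over 60% in size; reporter is driven by a mutant NPC1 promoter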
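Luminescence from an NPC1 promoter-driven luciferase reporter in stably transfected Huh7 cells was measured after 24 h compound treatment at 37 °C, followed by 10 min ambient incubation with luciferase detection reagent.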
VP16 counter: Gal4-VP16 reporter inhibition counter-screen. Drosophila S2 Gal4-VP16 UAS-luciferase, luminescence, 20 h. Potency, µM (highest dose often 53.6 µM), inactives show top-dose activity, negative = inhibition, most hits filed as inhibitors. hit rate 3.5% among 310,000. AID 2546;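 note: Gal4-VP16 expression switched on by copper sulfate through the metallothionein promoter; % is set by controls: 0 for no effect and ±100 for the full control effect; nearly all actives have a fitted effect of over 50% in size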
FLuc modulator: firefly luciferase modulation, counter-screen for miR-21 project; P08659; purified FLuc, Km substrates, luminescence inhibition; Potency, µM (top dose mostly 57.5 µM), for inactives: at the highest dose activity change, negative = inhibition, hits mostly inhibitors; hit rate 6.9% among 360,000; AID 588342;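 note: plate controls were vehicle for no effect and reference inhibitor for full effect; nearly all actives have a fitted effect of over 55% in size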
Target sequence (P08659 whole entry, looked up): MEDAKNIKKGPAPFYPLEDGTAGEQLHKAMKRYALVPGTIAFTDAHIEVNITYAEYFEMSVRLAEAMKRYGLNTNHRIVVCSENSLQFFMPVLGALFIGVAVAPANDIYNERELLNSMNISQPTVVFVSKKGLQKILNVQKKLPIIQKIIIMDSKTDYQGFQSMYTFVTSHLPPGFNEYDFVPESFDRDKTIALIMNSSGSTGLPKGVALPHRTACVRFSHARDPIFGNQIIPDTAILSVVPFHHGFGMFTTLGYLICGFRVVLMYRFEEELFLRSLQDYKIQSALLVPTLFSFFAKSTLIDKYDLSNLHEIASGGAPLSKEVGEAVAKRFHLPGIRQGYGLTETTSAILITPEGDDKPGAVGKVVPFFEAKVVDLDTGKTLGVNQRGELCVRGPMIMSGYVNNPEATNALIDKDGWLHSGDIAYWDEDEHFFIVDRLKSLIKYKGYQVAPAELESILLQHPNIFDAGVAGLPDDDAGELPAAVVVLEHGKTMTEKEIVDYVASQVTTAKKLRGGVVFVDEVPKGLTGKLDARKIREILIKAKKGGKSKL
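Purified P. pyralis luciferase, 10 nM final, with Km-level 10 uM D-luciferin and 10 uM ATP in 50 mM Tris acetate pH 7.5, 10 mM Mg acetate, 0.01% Tween-20, 0.05% BSA; 6-point qHTS titration about 60 µM downward; luminescence read.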
MLL CXXC-DNA inh: blocks binding of human MLL CXXC domain to DNA; MLL-CXXC / FITC-HOXA9 DNA fluorescence polarization; Potency, µM (top dose mostly 115 µM), for the others: at the top dose activity change, negative = inhibition, usual class: inhibitors; hit rate 0.037% among 290,000; active = well fitted inhibition curve with a large enough effect in the polarisation, with a control signal flat, not every such curve was filed as active; inconclusive = small, poorly fitted or top-dose-only effect, or effect the other way, or a change in a side signal; inactive = no such curve, though single readings can be large or run the other way; the % refers to the polarisation
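Purified MLL-CXXC (added from a 7 uM solution) was preincubated 5 min at ambient with pinned compounds in 50 mM Tris-HCl pH 7.5, 50 mM NaCl, 1 mM DTT, 0.05% BSA. Fluorescein-labeled HOX-A9 DNA (50 nM solution) followed, 30 min, then polarization read.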
ELG1 genotoxic: induces genotoxicity in HEK293T cells with luciferase-tagged ELG1 | hit rate 1.3% among 330,000 | Potency, µM (series often up to 46 µM), inactives show top-dose activity change, positive = activation, hits mostly activators | HEK293T ELG1-luciferase reporter, luminescence, 16 h | AID 504466; note: % of control where 0% means no effect; nearly all actives have a fitted effect of over 60% in size
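ELG1-luciferase HEK293T cells, 2,000/well; compound pinned in; 16 hr, 37 °C, 5% CO2; ONE-Glo, 30 min RT; luminescence on CCD imager.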
RORg inh: inhibitors of mouse ROR gamma transcriptional activity; Drosophila S2 Gal4-RORgamma UAS-luciferase reporter, 20 h; hit rate 5.4% among 310,000; Potency, µM (highest dose often 53.6 µM), without a hit: at the top dose activity change, negative = inhibition, hits mostly inhibitors; note: % is set by controls: 0 for no effect and ±100 for the full control effect; nearly all actives have a fitted effect of over 60% in size
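In this cell-based reporter format, copper sulfate (700 uM final) drives Gal4–ROR gamma fusion expression from a metallothionein promoter in Drosophila Schneider cells; compounds preincubated 1 hr, reporter read after 20 hr at ambient temperature.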
BRCA1 expr act: activators of BRCA1 expression; MCF7-BRCA1-FFLuc reporter, luminescence, 48 h; response scale: scaled: vehicle 0%, 10 µM genistein 100%; Potency, µM (top dose mostly 46.1 µM), inactives show top-dose activation, usual class: activators; hit rate 1.1% among 380,000; note: nearly all actives have a fitted effect of over 80% in size; some results filed as inactive show a strong effect at the top dose
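Reporter cells (MCF7, BRCA1 promoter-firefly luciferase) received library compounds across a concentration series for 48 h. End-point luminescence was measured and concentration-effect curves derived after normalization.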
Rab9 prom act: activates the Rab9 promoter; Huh7 Rab9 promoter-luciferase reporter, luminescence, 24 h; Potency, µM (highest dose often 9.22 µM), for the others: top-dose activation, negative = inhibition, hits mostly activators; hit rate 2.8% among 320,000; note: % of control where 0% means no effect; nearly all actives have a fitted effect of over 60% in size
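Luciferase signal after 10 min detection reagent at ambient indicates Rab9 promoter upregulation; stably transfected Huh7 cells were treated 24 h with compound in DMSO at 37 °C, 5% CO2.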
p53 reactivation: restores transcriptional activity of mutant p53; H1299 p53-A138V BP100-luciferase reporter, luminescence, 24 h; Potency, µM (highest dose often 92.2 µM), for the others: at the top dose activity change, positive = activation, hits mostly activators; hit rate 0.063% among 320,000; AID 504706; note: % of control where 0% means no effect; nearly all actives have a fitted effect of over 45% in size
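H1299 (p53-null), stable ts p53-A138V + BP100-Luc; 1000 cells/well, Opti-MEM/10% FBS; cpd 4 pt, 1:5; 24 h, 37 deg C, 5% CO2; detection reagent 10 min RT; luminescence.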
uPA generation: inhibitors of cell surface uPA generation; Potency, µM (highest dose often 38.3 µM), without a hit: at the highest dose activity change, negative = inhibition, usual class: inhibitors; cell surface uPA generation assay, qHTS; hit rate 0.31% among 330,000; AID 540303; active = well fitted inhibition curve with a large enough effect; inconclusive = small, poorly fitted or top-dose-only effect; inactive = no such curve, though single readings can be large or run the other way; tested in mouse RAW 264.7 cells; note: % is set by controls: 0 for no effect and ±100 for the full control effect; nearly all actives have a fitted effect of over 55% in size
MBNL1-CUG inh: MBNL1-poly(CUG) RNA binding inhibition; Q9NR56; Potency, µM (titrated, usually from 57.5 µM), inactives show at the top dose activity change, negative = inhibition, hits mostly inhibitors; hit rate 0.036% among 280,000; TR-FRET MBNL1-His/biotin-(CUG)12 binding, 665/545 ratio; active = well fitted inhibition curve with a large enough effect in the signal ratio, with a control signal flat, not every such curve was filed as active; inconclusive = small, poorly fitted or top-dose-only effect, or effect the other way, or a change in a side signal; inactive = no such curve, though single readings can be large or run the other way; the % refers to the signal ratio; note: % is set by controls: 0 for no effect and ±100 for the full control effect
Target sequence (Q9NR56 whole entry, looked up): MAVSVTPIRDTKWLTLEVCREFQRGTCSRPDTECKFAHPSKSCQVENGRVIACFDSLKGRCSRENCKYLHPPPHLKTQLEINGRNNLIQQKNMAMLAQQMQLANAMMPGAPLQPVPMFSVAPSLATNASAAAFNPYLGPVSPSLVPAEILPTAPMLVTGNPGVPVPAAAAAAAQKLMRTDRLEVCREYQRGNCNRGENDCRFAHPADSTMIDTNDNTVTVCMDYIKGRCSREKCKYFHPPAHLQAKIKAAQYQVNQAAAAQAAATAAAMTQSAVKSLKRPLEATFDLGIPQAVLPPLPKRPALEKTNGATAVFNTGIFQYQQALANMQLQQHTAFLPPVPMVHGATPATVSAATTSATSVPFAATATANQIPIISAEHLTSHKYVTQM
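Ratiometric TR-FRET (665 over 545 nm, excitation 340 nm) tracks disruption of MBNL1-His/biotin-(CUG)12 complex after 60 min at room temperature, with compounds at 92 nM to 58 uM final.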
* hit, by the source's call; ? = inconclusive; nt = not tested or not shown; [ ] = another dose, or the depositor's remark. Unless noted, calls come from the whole dose curve; as a rule, active = well fitted curve in the direction sought with a large enough effect; inconclusive = small, poorly fitted or top-dose-only effect, or another doubt; inactive = no such curve, though single readings can be large; an effect the other way counts as inactive or inconclusive. Potency is the fitted concentration of half-maximal effect.

SMILES	Rab9 prom act	ELG1 genotoxic	uPA generation	RORg inh	BRCA1 expr act	VP16 counter	MBNL1-CUG inh	p53 reactivation	FLuc modulator	MLL CXXC-DNA inh	NPC1 promoter act
Cc1ccc(NC(=O)N(CCC#N)Cc2ccccc2)cc1	-4%	1%	6%	9%	-10%	1%	nt	-4%	-1%	-14%	-1%
CC1CCCC(C)N1C(=O)COC(=O)c1cc(-c2cccs2)nn1-c1ccccc1 (configuration not stated)	-1%	-5%	-12%	nt	2%	nt	nt	0%	4%	nt	0%
Cc1ccc(C(O)c2nc3ccccc3n2C)cc1 (configuration not stated)	-1%	-3%	5%	0%	-11%	10%	-2%	nt	4%	32%[activator]	0%
COc1cccc(C2CC(c3cccs3)=NN2C(=O)c2ccco2)c1O (configuration not stated)	-1%	-7%	-3%	5.6µM*	-19%	-3%	22%	-4%	5%	2%	4%
CC1CC(=O)N(c2ccc(NCc3ccccc3Cl)c([N+](=O)[O-])c2)C1=O (configuration not stated)	-19%	-1%	4%	33%	-20%	-1%	?	-10%	2%	5%	-6%
Cc1[nH]c2ccccc2c1Cc1nnc(SCC(N)=O)o1	-1%	2%	0%	-37%	1%	9%	-8%	-3%	0%	-12%	0%
CN(C)S(=O)(=O)c1ccc(N2CCCC2)c(C(=O)N2CCN(S(=O)(=O)c3ccccc3F)CC2)c1	-4%	2%	-4%	nt	2%	nt	nt	1%	1%	nt	-2%
CN(C)S(=O)(=O)c1ccc(NC(=O)COC(=O)C2COc3ccccc3O2)cc1 (configuration not stated)	-2%	2%	0%	-8%	19%	-2%	0%	0%	3%	22%	2%
C/C(=N\NC(=O)CNC(=O)c1ccccc1F)c1ccco1	4%	4%	-1%	-15%	54%	5%	12%	2%	3%	-2%	-4%
Cc1nn(C)c(C(=O)N/N=C/c2ccc(-c3ccccc3)cc2)c1Cl	7%	7%	-6%	8.9µM*	12%	11µM*	5%	5%	4%	2%	-7%
CC(C)(C)c1ccc(C(=O)Nc2ccccc2C(=O)NCCN2CCOCC2)cc1	8%	15%	-57%	0%	83%	6%	3%	3%	5.4µM*	-2%	29%
Cc1nnc(SCc2ccc3c(c2)OCO3)s1	?	21µM*	-3%	?	8.9µM*	3%	-23%	?	?	-4%	21%
CC1(C(=O)O)Cc2ccccc2C(=O)O1 (configuration not stated)	3%	2%	-4%	-21%	2%	-4%	-8%	2%	-1%	13%	12%
CC(=O)Nc1c2c(nn1-c1cccc(Cl)c1)CS(=O)(=O)C2	-9%	1%	1%	-5%	26%	-3%	5%	1%	-1%	1%	1%
COc1cc(NC(=O)CN2C(=O)C(c3ccccc3)=NC2(C)C)cc(OC)c1	-7%	3%	24%	16%	-26%	-5%	1%	3%	7%	11%	-1%
COC(=O)N/N=C/c1cn(Cc2c(Cl)cccc2Cl)c2ccccc12	-5%	5%	-10%	-16%	-55%	-7%	-11%	-5%	-5%	15%	-1%
O=C(NCc1nnc(SCC(=O)N2CCOCC2)o1)c1c(F)cccc1F	10%	5%	15%	12%	-22%	0%	6%	22%	3%	13%	0%
O=C(O)CC(NC(=O)C12CC3CC(CC(C3)C1)C2)c1cc([N+](=O)[O-])ccc1Cl (configuration not stated)	10%	0%	13%	-9%	25%	-10%	?	-1%	?	?	3%
COc1ccc(NC(=O)CN2CCN(CC#N)CC2)cc1	-1%	0%	-4%	-26%[1.91 µM]	-6%	-6%	-4%	5%	0%	4%	-5%
COc1ccc(CCNC2=C(Cl)C(=O)N(Cc3ccccc3)C2=O)cc1OC	-23%	-17%	-3%	?	-30%	?	?	-6%	5%	21%	-9%
COc1cccc(-c2cc(C(=O)Nc3cc(C)on3)no2)c1	0%	?	nt	-16%	38%	4%	3%	?	?	-1%	6%
CCN(CC)S(=O)(=O)N1CCN(S(=O)(=O)N2CCOCC2)CC1	-7%	1%	-4%	6%	1%	-3%	6%	11%	3%	5%	-2%
CCOc1ccc(S(=O)(=O)NN2Cc3ccccc3C2=N)cc1	-1%	-6%	8%	17%	-22%	-6%	-6%	-2%	-4%	7%	1%
Cc1cccc(C)c1NC(=O)/C(=C/c1ccco1)c1ccccc1	4%	0%	-8%	?	-22%	13µM*	5%	1%	0%	4%	-2%
COc1ccc(NC(=O)NNC(=O)COc2ccc3cc(Br)ccc3c2)c(OC)c1	0%	4%	-1%	15%	-2%	-4%	58%[activator]	-2%	2%	8%	2%
CC(C(=O)NCc1ccccc1)N(Cc1ccccc1Cl)C(=O)c1snc(C(N)=O)c1N (configuration not stated)	0%	-1%	4%	35%	-6%	17%	9%	-10%	-2%	3%	-1%
O=C(CC1C(=O)NCCN1CC(c1ccccc1)c1ccccc1)NCCc1cn[nH]c1 (configuration not stated)	5%	0%	1%	21%	-6%	-6%	-4%	-5%	-1%	-11%	-13%
O=C(CCn1c(=O)[nH]c2ccsc2c1=O)NCCc1ccc(Cl)cc1	7%	-1%	3%	37%	7%	-2%	4%	1%	2%	0%	-2%
COc1ccccc1C(=O)Nc1ccc2c(c1)OCCO2	1.8µM*	?	-10%	?	74%	?	-1%	0%	7.6µM*	-4%	3.2µM*
O=Cc1cn(CCC(=O)O)nc1-c1cccc(Br)c1	-5%	-1%	-4%	-1%	0%	6%[10 µM]	0%	1%	4%	6%	-1%

Two entries from above, with two lines to a compound:
Every second line gives: Rab9 prom act, ELG1 genotoxic, uPA generation, RORg inh, BRCA1 expr act, VP16 counter, MBNL1-CUG inh, p53 reactivation, FLuc modulator, MLL CXXC-DNA inh, NPC1 promoter act
> C/C(=N\NC(=O)CNC(=O)c1ccccc1F)c1ccco1
→ 4%, 4%, -1%, -15%, 54%, 5%, 12%, 2%, 3%, -2%, -4%
> O=C(CCn1c(=O)[nH]c2ccsc2c1=O)NCCc1ccc(Cl)cc1
→ 7%, -1%, 3%, 37%, 7%, -2%, 4%, 1%, 2%, 0%, -2%

Carrying on.
SMILES	Rab9 prom act	ELG1 genotoxic	uPA generation	RORg inh	BRCA1 expr act	VP16 counter	MBNL1-CUG inh	p53 reactivation	FLuc modulator	MLL CXXC-DNA inh	NPC1 promoter act
O=C(CSc1nc2c(oc3ccccc32)c(=O)n1CC1CCCO1)NCc1ccc(F)cc1 (configuration not stated)	0%	3%	-7%	nt	-44%	nt	nt	3%	6%	nt	1%
CN1C(=O)c2oc3ccc(Br)cc3c(=O)c2C1c1ccncc1 (configuration not stated)	3%	-4%	nt	-2%	nt	-5%	6%	3%	-2%	9%	0%
C/C(CS(=O)(=O)c1ccc(Cl)cc1)=N/NC(N)=S	2%	2%	-15%	?	0%	-9%	-5%	2%	-2%	-6%	-1%
COc1ccc2cc(C(=O)NCc3ccccc3)c(=O)oc2c1	21%	?	10%	nt	0%	nt	31%[activator]	nt	?	-9%	?
COC(=O)CCC(=O)NC(=S)Nc1cc(Cl)ccc1Cl	2%	1%	9%	10µM*	7%	?	-14%	1%	-1%	9%	-2%
CC1Cc2ccccc2N1C(=O)C(C)n1cc(C(F)(F)F)cc(Cl)c1=O (configuration not stated)	-5%	0%	13%	nt	10%	nt	nt	1%	6%	nt	1%
O=C(NNc1cc(C(F)(F)F)ccc1Cl)c1ccc(=O)[nH]c1	1%	-1%	6%	-27%	-26%	-4%	0%	-7%	-5%	-7%	-3%
CCC(=O)c1ccc(OCC(O)CN(C)C2CCCCC2)cc1 (configuration not stated)	-2%	12%	4%	-22%	-3%	0%	-6%	?	-1%	10%	-4%
O=C(NNC(=O)C(c1ccccc1)c1ccccc1)c1ccccn1	-7%	?	0%	5.6µM*	-70%	?	38%[activator]	24%	2%	10%	-9%
C/C(=N\NC(=O)c1c(-c2ccccc2Cl)noc1C)c1cccc(NC(=O)C(C)C)c1	0%	-7%	4%	11%	-20%	0%	-6%	-7%	2%	-2%	-4%
COC(=O)C1CCN(CC(=O)N(C)c2c(N)n(Cc3ccccc3)c(=O)[nH]c2=O)CC1	2%	1%	2%	nt	1%	nt	nt	1%	3%	nt	-2%
COc1cc(/C=N/O)ccc1Oc1ccc([N+](=O)[O-])cc1[N+](=O)[O-]	-2%	-11%	-25%	-23%	7%	-9%	?	8%	-19%	12%	-3%
Cc1ccc(NC(=O)c2ccc3c(=O)n4c(nc3c2)CCC4)cc1F	2.5µM*	?	1%	nt	96%	nt	nt	?	nt	nt	3.2µM*
O=C(COC(=O)COc1ccc(Nc2ccccc2)cc1)NCc1ccco1	2%	-2%	3%	-1%	16%	-11%	7%	-6%	?	-11%	-3%
Oc1c(Br)cc(Br)cc1/C=N/N1CCN(Cc2ccccc2)CC1	-4%	2%	1%	-2%	-24%	-5%	-5%	-1%	-1%	-6%	0%

Source: PubChem BioAssay

Only part of the results is shown (hit frequency here may not be typical).
